Compound activity from PubChem.
E-sel TNF inh: TNF alpha driven E-selectin expression inhibition | inhibition, % at 2 µM | AID 1246 | HUVEC TNFa-induced E-selectin immunofluorescence, high content | 120,000 tested, 0.71% active;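 active = inhibition above the batch mean plus 3 SD, and confirmed as a hit on visual image review, cut at about 43% in these data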;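 also: 0% = TNF-stimulated DMSO wells and 100% = unstimulated control wells; not every result past the cut was called active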
Phagocytosis inh: inhibitors of macrophage phagocytosis | AID 1029 | inhibition, % at 5 µM | J774A.1 macrophage IgG-bead phagocytosis, imaging | 110,000 tested, 0.07% active;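 active = inhibition above the mean of the plate negative controls plus 5 SD, cut at about 13% in these data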;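 also: phagocytic index as fraction of beads internalized from green versus red external bead signal; plate controls were DMSO negative control for no effect and cytochalasin-D positive control for full effect; some results beyond the cut were filed as inactive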
NPY Y2 blocker: NPY-Y2 (human) receptor antagonism; P49146; NPY-Y2 expressing cells, antagonist mode; inhibition, % at 2.7 µM; 140,000 tested, 0.99% active; AID 793; in the data active = inhibition above about 17%;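 also: 0% = vehicle with agonist challenge and 100% = reference antagonist with challenge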
Target sequence (P49146 whole entry, looked up): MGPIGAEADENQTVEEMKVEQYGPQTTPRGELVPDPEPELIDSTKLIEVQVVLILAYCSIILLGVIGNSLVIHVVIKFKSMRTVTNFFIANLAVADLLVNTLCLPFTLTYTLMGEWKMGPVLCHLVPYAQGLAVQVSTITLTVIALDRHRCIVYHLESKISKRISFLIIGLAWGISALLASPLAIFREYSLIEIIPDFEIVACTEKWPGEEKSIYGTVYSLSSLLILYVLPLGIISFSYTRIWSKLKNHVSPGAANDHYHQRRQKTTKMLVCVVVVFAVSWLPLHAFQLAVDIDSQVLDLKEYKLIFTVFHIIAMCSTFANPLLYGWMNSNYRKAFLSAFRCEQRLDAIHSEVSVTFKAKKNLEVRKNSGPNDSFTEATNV
BB579 growth dn: reduces growth of yeast BB579 in restrictive medium | S. cerevisiae BB579 growth, OD615, 48 h | inhibition, % at 10 µM | 140,000 tested, 0.51% active | AID 804;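 active = inhibition above a set limit, 3 SD over the mean compound inhibition, cut at about 44% in these data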; also: inactives centre near -24
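test system = yeast BB579 (DeaD) | buffer or medium = restrictive CSMM-D medium | doses = single compound dose of 10 µM, 0.25% DMSO final | times = 4 h preincubation and 48 h exposure at 30 °C | technique = culture absorbance at 615 nm | benchmarks = amphotericin B 10 µg/mL, positive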
PTEN del growth: PTEN-deleted cell growth suppression | 140,000 tested, 1.2% active | HCT116 PTEN-null viability, CellTiter-Glo, 60 h; stronger effect = lower value | viability, % at 10 µM;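 active = viability at or below a set limit, 4 SD under the median of all tested compounds, cut at about 3.7% in these data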;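 also: PTEN knockout HCT116 line with beta catenin targeted HCT116 as companion control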
Yeast lifespan up: extends the lifespan of yeast; AID 775; inhibition of the nicotinamide effect, % at 10 µM; 130,000 tested, 0.68% active; S. cerevisiae growth with nicotinamide, OD615; deaD strain in restrictive glucose medium;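 active = inhibition above a set limit, placed 3 SD over the median of all compounds, cut at about 26% in these data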;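 also: 0% = nicotinamide-treated wells and 100% = cells grown without nicotinamide; some compounds called inactive have numbers as strong as hits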
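Assay system: DeaD-strain S. cerevisiae. Medium: CSMM-D glucose medium, restrictive. Reagent: nicotinamide, 1.5 mM, co-present with compound. Compound: 10 µM single point, 0.25% DMSO. Schedule: culture preincubation 4 h, compound exposure 48 h, both 30 °C. Detection: absorbance at 615 nm.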
Measles CPE: protection of cells from measles virus. Measles virus-infected cells, CPE protection, absorbance. protection (pct of control), % at 4 µM. 140,000 tested, 1.5% active. AID 841; in the data active = protection mostly above about 24%, no sharp cut-off; inactive = mostly below about 26%; also: some compounds called inactive have numbers as strong as hits
HCT116 bCat-KO: beta-catenin-lacking colon tumor cell growth suppression | HCT116 beta-catenin knockout viability, CellTiter-Glo, 60 h; stronger effect = lower value | viability, % at 10 µM | 140,000 tested, 1.5% active;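 active = viability at or under a set limit, the compound median less 4 SD, cut at about 6% in these data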;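 also: 0% = Hyamine 1622 control at 20 µM and 100% = untreated cell control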
GALR2 antag: blocks the human galanin receptor 2; GALR2-expressing cells, antagonist mode; 140,000 tested, 0.39% active; O43603; AID 828; inhibition, % at 4 µM; in the data active = inhibition above about 27%;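 also: cells stimulated with galanin 1-16 at roughly its EC80; 0% = agonist challenge control and 100% = basal control without agonist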
Target sequence (O43603 whole entry, looked up): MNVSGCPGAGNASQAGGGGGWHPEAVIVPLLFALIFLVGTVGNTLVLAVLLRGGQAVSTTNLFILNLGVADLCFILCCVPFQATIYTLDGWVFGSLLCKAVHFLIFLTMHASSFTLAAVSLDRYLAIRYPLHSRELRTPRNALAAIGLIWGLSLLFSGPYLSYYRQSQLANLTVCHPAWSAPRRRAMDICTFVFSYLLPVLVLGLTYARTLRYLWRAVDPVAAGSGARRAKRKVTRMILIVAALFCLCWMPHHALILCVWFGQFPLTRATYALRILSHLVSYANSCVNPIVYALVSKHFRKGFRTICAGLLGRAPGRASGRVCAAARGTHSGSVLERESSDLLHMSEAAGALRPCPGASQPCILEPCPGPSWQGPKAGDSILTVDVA
MRP-1 activ: MRP-1 activation | H69AR cells + doxorubicin, viability rescue, CellTiter-Glo | viability increase, % at 10 µM | 140,000 tested, 0.61% active | AID 799;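 active = viability gain under doxorubicin at or above a set limit, the compound median plus 3 SD, cut at about 4.7% in these data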;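 also: MRP-1 overexpressing cells given doxorubicin 25 µM after compound pretreatment; 18-22 h compound pretreatment then 72 h with doxorubicin before readout; 0% = doxorubicin-only wells and 100% = vehicle-treated cells without doxorubicin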
Active calls of the source: *; / = no result given. Outcome played no part in choosing rows; about 6.2% have a hit in one of these screens.

SMILES | E-sel TNF inh | Phagocytosis inh | NPY Y2 blocker | BB579 growth dn | PTEN del growth | Yeast lifespan up | Measles CPE | HCT116 bCat-KO | GALR2 antag | MRP-1 activ
CN(c1ccccc1)S(=O)(=O)c1cccc(NC(=O)Nc2ccc(Cl)cc2C#N)c1 | -17 | -9 | 2 | -33 | 69 | 2 | 25* | 72 | 2 | -1.3
O=C(Cn1cnc2ccccc2c1=O)Nc1cccc(-c2nnc3n2CCCCC3)c1 | -3 | 0 | 4 | 8 | 96 | -7 | 3 | 100 | 14 | -2.8
CC(Nc1nc2ncn(Cc3ccccc3)c2c(=O)[nH]1)C(=O)O (stereo not given) | -7 | -2 | 0 | 10 | 88 | -8 | 4 | 102 | -16 | -2.0
COc1cc(/C=N/Nc2nc(Nc3ccccc3)nc(-n3nc(C)cc3C)n2)cc(OC)c1OC | 14 | -4 | 1 | -19 | 66 | -8 | 5 | 66 | 7 | -2.9
COc1ccc(C2Nc3ccccc3C(=O)N2Cc2ccco2)cc1CN1C(=O)c2ccccc2C1=O (stereo not given) | / | 0 | 1 | -40 | 69 | -11 | 15 | 64 | 6 | -1.2
CCCCCCc1cc2cc(-c3nnc(-c4cc(OC)c(OC)c(OC)c4)o3)c(=O)oc2cc1O | -7 | / | 3 | -17 | 9 | / | 6 | 11 | 2 | -8.2
CCC(C)(C)NC(=O)C(c1ccc(OC)cc1)N(CC1CCCO1)C(=O)CCC(=O)Nc1cc(C)on1 (stereo not given) | -1 | / | 0 | -33 | 87 | / | 23 | 84 | -3 | -2.1
CCOc1ccc(NC(=O)N2CCN(CC)CC2)cc1 | -16 | -1 | -2 | -40 | 98 | -13 | 4 | 108 | -2 | -2.9
Cc1ccccc1CSCC(=O)N1CCN(c2ccccc2)CC1 | / | -2 | 3 | -30 | 87 | 4 | 6 | 82 | -13 | -0.9
Cc1cc(Cl)ccc1OCC(=O)N1CCCN(C(=O)COc2ccc(Cl)cc2C)CC1 | 2 | -5 | -1 | -4 | 60 | 1 | 5 | 58 | -4 | -4.0
Cc1ccc2c(c1)c1c(n2CC(O)Cn2c(C)nc3ccccc32)CCCC1 (stereo not given) | 4 | / | 6 | -19 | 70 | 14 | 4 | 54 | -8 | -5.7
Cc1cc(C)n2nc(NCc3ccccc3)nc2n1 | 1 | -2 | -1 | -25 | 110 | -14 | 9 | 103 | -2 | 0.5
C/C(=N\NC(=O)c1csc(C)c1C)c1ccco1 | -6 | / | 3 | -33 | 86 | / | 7 | 77 | 3 | 0.2
Clc1cccc(Cl)c1-c1nnc2ccc(N3CCOCC3)nn12 | -24 | -1 | 5 | -36 | 77 | -9 | 28 | 87 | -9 | -5.2
Cn1c(SCc2nc3ccccc3[nH]2)nnc1-c1cnccn1 | -16 | -1 | 5 | -54 | 105 | -5 | 26 | 99 | 10 | -2.1
O=[N+]([O-])c1ccc(OCCN2CCCCCC2)cc1 | / | -4 | 8 | -28 | 90 | -2 | 13 | 91 | 8 | -2.1
CC(=O)c1cc2c(cc1NC(=O)C1CC=CCC1C(=O)O)OCO2 (stereo not given) | 0 | 0 | 6 | 0 | 103 | -5 | 8 | 103 | -9 | -2.0
CCCCNC(=O)C(Cc1ccccc1)NS(=O)(=O)c1ccc2c(c1)c(=O)n(C)c(=O)n2C (stereo not given) | 1 | 1 | 4 | -37 | 89 | -12 | 27 | 96 | 3 | -1.4
C=CCn1c(Cc2c[nH]c3ccccc23)n[nH]c1=S | 24 | / | 1 | -68 | 100 | 1 | 10 | 102 | 0 | -0.5
COc1ccc(-c2nn(CC(=O)NCCc3ccccc3)c(=S)n2C)cc1 | 6 | -5 | 1 | -23 | 33 | -3 | 6 | 44 | 10 | -1.4
CCCCOc1ccc(C(=O)Nc2cc(C)c(OCC(=O)N3CCOCC3)c(C)c2)cc1 | -21 | / | 2 | -23 | 53 | / | 24 | 54 | 1 | 1.1
O=C(Nc1ccc2c(c1)OCCO2)C1CCN(C(=O)c2ccccc2)CC1 | 17 | / | 1 | -44 | 86 | -10 | 14 | 80 | 3 | -2.8
NC(=O)CSc1nnc(Cn2c(=O)sc3ccccc32)n1-c1cccc(Cl)c1 | -1 | 1 | 2 | 4 | 89 | -5 | 13 | 86 | -14 | -1.9
CC(C)Oc1snc(Cl)c1C(N)=O | 6 | 1 | 1 | -37 | 90 | -6 | 2 | 85 | -4 | -0.5
O=c1c2cnn(-c3ccccc3)c2ncn1Cc1ccccc1F | / | 0 | 6 | -16 | 93 | -9 | 16 | 97 | 7 | 0.7
COc1ccc(S(=O)(=O)NC(CC(=O)NC2CCCC2)c2ccco2)cc1 (stereo not given) | -9 | / | 1 | -35 | 102 | -1 | 3 | 116 | 1 | -1.2
Cc1ccc(S(=O)(=O)N(C)c2ccc(OCC(=O)NCc3ccco3)cc2)cc1 | -7 | -1 | 0 | -3 | 93 | -11 | 23 | 81 | -9 | -1.1
CCOc1cccc(-c2nnc3sc(COc4ccccc4)nn23)c1 | -26 | 0 | 13 | -36 | 91 | -3 | 1 | 83 | -8 | -3.2
Cc1ccc(S(=O)(=O)N2CCC(=O)N(C(COCc3cccc(Cl)c3)Cc3ccccc3)CC2)cc1 (stereo not given) | -8 | / | -1 | -38 | 74 | 12 | 7 | 74 | -8 | -3.6
COc1cccc(C2c3c(oc4ccccc4c3=O)C(=O)N2c2ccccn2)c1 (stereo not given) | -17 | 0 | -1 | -29 | 77 | -10 | 6 | 85 | 10 | 0.1

Copied from above (four entries):
SMILES | E-sel TNF inh | Phagocytosis inh | NPY Y2 blocker | BB579 growth dn | PTEN del growth | Yeast lifespan up | Measles CPE | HCT116 bCat-KO | GALR2 antag | MRP-1 activ
O=[N+]([O-])c1ccc(OCCN2CCCCCC2)cc1 | / | -4 | 8 | -28 | 90 | -2 | 13 | 91 | 8 | -2.1
CC(=O)c1cc2c(cc1NC(=O)C1CC=CCC1C(=O)O)OCO2 (stereo not given) | 0 | 0 | 6 | 0 | 103 | -5 | 8 | 103 | -9 | -2.0
CCCCNC(=O)C(Cc1ccccc1)NS(=O)(=O)c1ccc2c(c1)c(=O)n(C)c(=O)n2C (stereo not given) | 1 | 1 | 4 | -37 | 89 | -12 | 27 | 96 | 3 | -1.4
C=CCn1c(Cc2c[nH]c3ccccc23)n[nH]c1=S | 24 | / | 1 | -68 | 100 | 1 | 10 | 102 | 0 | -0.5

Following part:
SMILES | E-sel TNF inh | Phagocytosis inh | NPY Y2 blocker | BB579 growth dn | PTEN del growth | Yeast lifespan up | Measles CPE | HCT116 bCat-KO | GALR2 antag | MRP-1 activ
O=C(NC1CCCCC1)C(c1cccnc1)N(C(=O)CCl)c1cccc(Cl)c1 (stereo not given) | 8 | 21 | 0 | -23 | 3.1* | -2 | 0 | 3.9* | 23 | -4.9
FCCCOc1ccc(/C=N/OCc2c(Cl)cccc2Cl)cc1 | -1 | 0 | 1 | -16 | 99 | -15 | 3 | 86 | -13 | -0.4
Cn1cnnc1SCc1ccccc1Br | 3 | -1 | -1 | -46 | 99 | -10 | 3 | 101 | -16 | -0.1
COC(=O)c1c(NC(=O)c2ccco2)sc2c1CCC2 | 6 | / | 3 | -27 | 86 | -7 | 11 | 85 | -2 | -5.6
O=C(COc1ccccc1)NC(=S)Nc1ccc2c(c1)Cc1ccccc1-2 | -7 | 0 | 4 | -5 | 100 | -2 | 4 | 110 | 0 | -3.5
Cc1ccc(NC(=O)C2C(=O)N(C)c3ccccc32)cc1 (stereo not given) | 20 | -5 | -1 | -23 | 86 | 28* | 8 | 86 | -11 | -1.0
CC(C)(C)c1ccc(C(=O)NCCn2c(N)c(C#N)c3nc4ccccc4nc32)cc1 | 2 | -1 | -4 | -43 | 72 | 3 | 3 | 66 | -5 | -2.2
Cc1ccc(N2CCN(C(=O)CCc3nc4ccccc4[nH]3)CC2)c(C)c1 | 0 | 0 | 0 | -19 | 62 | -5 | 32 | 52 | -4 | 1.7
Cc1cc(N(CCO)CCO)ccc1C(c1ccc(N(CCO)CCO)cc1C)c1ccccc1Cl | / | -7 | -4 | 6 | 61 | 1 | 6 | 62 | 6 | -3.6
O=C(Nc1cccc(C(=O)O)c1)/C(=C\c1ccccc1)NC(=O)c1ccccc1Cl | -6 | -1 | 0 | -20 | 92 | 17 | 7 | 99 | -9 | -0.8
COc1ccc(-n2c(=S)[nH]c3cc(C(=O)NCCCN4CCCC4=O)ccc3c2=O)c(OC)c1 | -4 | -2 | -3 | -14 | 91 | -28 | 21 | 101 | 1 | -2.3
CCOC(=O)CSc1nc2c(c(=O)n(C)c(=O)n2C)n1Cc1ccccc1F | / | 0 | 5 | -65 | 102 | -1 | 9 | 97 | 8 | -0.8
COCCNC(=O)C(c1ccco1)N(Cc1ccc(OC)cc1)C(=O)Cn1nnc2ccccc21 (stereo not given) | -24 | -1 | 1 | -52 | 107 | 3 | 16 | 101 | 5 | -0.8
O=C(COc1ccc(Br)cc1)Nc1ccc([N+](=O)[O-])cn1 | 6 | / | 12 | -35 | 92 | 0 | 26 | 98 | 3 | 1.9
COC(=O)c1sc(N)c(C(=O)OC)c1COC(=O)CNS(=O)(=O)c1cccc(C#N)c1 | 15 | -1 | 1 | -19 | 89 | 1 | 9 | 94 | 3 | -2.8
Cc1cc(C)cc(N(CC(=O)NCCSc2ccccn2)S(=O)(=O)c2ccccc2)c1 | -42 | / | 5 | -18 | 64 | 11 | 5 | 82 | 11 | -1.8
COc1ccccc1C(=O)Oc1ccc(C(C)(C)C)cc1 | -31 | -1 | 3 | -40 | 80 | -11 | 8 | 84 | 8 | -0.7
S=c1[nH]nc(Cc2c[nH]c3ccccc23)o1 | -11 | -1 | 8 | 0 | 93 | -3 | 5 | 90 | 2 | -2.0

Some of the entries so far, with two lines to a compound:
Screens in order – E-sel TNF inh	Phagocytosis inh	NPY Y2 blocker	BB579 growth dn	PTEN del growth	Yeast lifespan up	Measles CPE	HCT116 bCat-KO	GALR2 antag	MRP-1 activ
- COC(=O)c1c(NC(=O)c2ccco2)sc2c1CCC2
→ 6	/	3	-27	86	-7	11	85	-2	-5.6
- O=C(COc1ccccc1)NC(=S)Nc1ccc2c(c1)Cc1ccccc1-2
→ -7	0	4	-5	100	-2	4	110	0	-3.5
- Cc1ccc(NC(=O)C2C(=O)N(C)c3ccccc32)cc1 (stereo not given)
→ 20	-5	-1	-23	86	28*	8	86	-11	-1.0
- CC(C)(C)c1ccc(C(=O)NCCn2c(N)c(C#N)c3nc4ccccc4nc32)cc1
→ 2	-1	-4	-43	72	3	3	66	-5	-2.2
- Cc1ccc(N2CCN(C(=O)CCc3nc4ccccc4[nH]3)CC2)c(C)c1
→ 0	0	0	-19	62	-5	32	52	-4	1.7
